High-throughput results deposited in PubChem BioAssay by several laboratories.
FXIa inh 1536: factor XIa (human) inhibition | 0.14% of 220,000 active | purified FXIa, Boc-Glu-Ala-Arg-AMC fluorogenic substrate | AID 798 | P03951 | inhibition, % at 5 µM;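 active = inhibition of at least 40%; inactive = inhibition below 40%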;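 note: fluorescence of freed AMC excited at 355 nm; 0% = enzyme without compound and 100% = no enzyme blank; many of its hits are not listed in these tables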
Furin inhibitor: human furin inhibition; P09958; purified furin, fluorogenic substrate cleavage; inhibition, % at 30 µM; 0.061% of 220,000 active; in the data active = inhibition above about 25%; note: inactives centre near -15
KCC2 mod: modulators of human KCC2 chloride dependent transport. B-score of Tl+ flux slope (higher = more flux/activation; lower = inhibition) at 10 µM. KCC2 cells, thallium flux FluoZin-2 fluorescence. Q9H2X9. 2.2% of 190,000 active;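 active = thallium flux slope and its plate-corrected score both differing from the plate sample mean at a set confidence after two filtering rounds, in either direction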;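 note: slope of fluorescence scaled to starting intensity during 10 to 20 s after thallium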
FXIIa inh: blocks human coagulation factor XIIa protease activity. 0.3% of 220,000 active. purified FXIIa, Boc-QGR-AMC fluorogenic substrate, 2 h. AID 800. P00748. inhibition, % at 5 µM; in the data active = inhibition above about 40%;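 note: 0% = enzyme with no compound and 100% = blank without enzyme; many of its hits are not listed in these tables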
PERK inh: human PERK inhibition, primary cell-based screen; Q9NZJ5; CHO PERK-DD fusion, SEAP luminescence translation reporter; inhibition, % at 5.6 µM; 0.17% of 220,000 active; AID 1416;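 active = inhibition above the mean inhibition of all tested compounds plus 3 SD, set separately per screening campaign, cut at about 2.9% in these data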;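 note: PERK kinase domain activated by AP20187 dimerizer at 100 nM; 0% = DMSO with dimerizer and 100% = rapamycin at 8.4 µM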
Rad51 HR inh: blocks human Rad51 in homologous recombination; 0.085% of 200,000 active; hRad51 DNA strand exchange, fluorescence dequenching; AID 1385; Q06609; inhibition, % at 10 µM;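 active = inhibition above 40% at the single screening dose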;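 note: 0% = DMSO control wells and 100% = blanks with heterologous ssDNA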
Target sequence (Q06609 whole entry, looked up): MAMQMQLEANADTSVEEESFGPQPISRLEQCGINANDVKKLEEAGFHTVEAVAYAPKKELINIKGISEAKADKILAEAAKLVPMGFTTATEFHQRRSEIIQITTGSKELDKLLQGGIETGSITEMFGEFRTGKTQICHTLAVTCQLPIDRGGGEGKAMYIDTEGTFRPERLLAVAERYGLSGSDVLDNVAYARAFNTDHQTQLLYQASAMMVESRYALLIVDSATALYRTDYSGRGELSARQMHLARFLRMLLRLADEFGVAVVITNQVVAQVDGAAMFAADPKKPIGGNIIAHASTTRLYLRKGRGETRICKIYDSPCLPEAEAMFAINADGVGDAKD
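Material: hRad51 filaments on single-stranded DNA; Reagent: Donor/quencher-labelled 47-bp dsDNA substrate; Compound: 10 µM final, single point; Schedule: 37 °C 15-min filament assembly, 30-min compound preincubation, 15-min exchange; Technique: FRET fluorescence, excitation 485 nm, emission 520 nm; Benchmarks: control wells and blank wells on each plate.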
Calpain2 inh: inhibitors of pig calpain II. purified calpain II, fluorogenic peptide substrate, 30 min. inhibition, % at 16 µM. 0.37% of 220,000 active. AID 1236;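 active = inhibition above about 50%, limit read from the data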
KLK5 inh: blocks human kallikrein 5 protease activity | Q9Y337 | recombinant hK5, fluorogenic AMC substrate cleavage | inhibition, % at 5 µM | 0.59% of 210,000 active | AID 873;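 active = inhibition of 40% or more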;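 note: 0% = enzyme controls without compound and 100% = no-enzyme blanks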
Target sequence (Q9Y337 67-293 limits assumed): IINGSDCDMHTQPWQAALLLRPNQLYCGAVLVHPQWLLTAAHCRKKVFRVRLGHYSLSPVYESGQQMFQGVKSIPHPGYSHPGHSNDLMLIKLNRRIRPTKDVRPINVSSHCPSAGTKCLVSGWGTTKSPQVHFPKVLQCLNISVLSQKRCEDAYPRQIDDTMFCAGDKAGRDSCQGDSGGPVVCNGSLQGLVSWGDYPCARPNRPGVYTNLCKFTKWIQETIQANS
Thrombin inh: thrombin (human) inhibition; P00734; alpha-thrombin, Boc-VPR-AMC fluorogenic substrate cleavage; inhibition, % at 5 µM; 0.26% of 220,000 active; AID 1046;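 active = inhibition at or above 40%; inactive = inhibition below 40%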;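 note: 0% = enzyme with no compound and 100% = wells without enzyme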
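System – human alpha-thrombin · Medium – pH 7.5 Tris (50 mM) with NaCl 150 mM, Tween 20 0.05% · Compound – single-point dosing at 5 µM, 0.2% DMSO · Incubation – enzyme reaction carried out at room temperature · Technique – fluorescence of released AMC, ex 355 nm, em 460 nm · Read-out basis – % inhibition of thrombin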
An asterisk follows results filed as active; i = inactive; . = no result given; [ ] = dose if it differs, or a comment. Not all compounds are listed; the hit share may differ from the screen's.

cpd	FXIa inh 1536	Furin inhibitor	KCC2 mod	FXIIa inh	PERK inh	Rad51 HR inh	compound	Calpain2 inh	KLK5 inh	Thrombin inh
1	-1	-6	0.73	8	1.2	-17	O=C(CSCC(=O)N1CCCCC1)OCC(=O)c1c[nH]c2ccccc12	-11	-8	-1
2	5	-18[20 µM]	-0.018	9	-0.1	1	O=C(CCN1C(=O)C2CC=C(Cl)CC2C1=O)NCc1ccco1 (stereo unspecified)	6	-7	3
3	7	-17[20 µM]	.	13	-1.2	7	CC1CCN(C(=O)c2ccc3c(c2NCCO)C(=O)c2ccccc2C3=O)CC1	21	8	6
4	-4	-13	0.72	3	1.3	.	O=C(O)CCCn1cc(NC(=O)COc2ccc([N+](=O)[O-])cc2)cn1	17	.	-9
5	-1	-98	0.66	0	0.4	2	CCC(O)CNc1nc(SC)nc2sc3c(c12)CCN(C)C3 (stereo unspecified)	i	-99	-4
6	-2	-4	-0.037	7	0.7	-6	O=[N+]([O-])c1ccc(N2CCN(S(=O)(=O)c3ccccc3)CC2)cc1NCc1ccco1	-7	-5	-6
7	1	-16	-0.044	9	0.1	-4	CC(C)C(NC(=O)OCc1ccccc1)C(=O)OCC(=O)NC1CC1 (stereo unspecified)	32	5	1
8	-3	-14[20 µM]	-0.068	10	1.3	-1	CC(=O)Nc1ccc([N+](=O)[O-])cn1	-36	-13	-2
9	-6	-22	-0.6	-4	1.7	-5	COc1cccc(Nc2nc(N)nc(C(F)(F)F)n2)c1	10	-8	-5
10	-2	-12	-0.7	2	0.1	.	Cc1cc(/C=C2\C(=N)N3N=CSC3=NC2=O)c(C)n1Cc1ccccc1	21	-1	-8
11	-4	-21	-0.33	5	0.6	16	CC(C)CNC(=O)COC(=O)c1ccccc1SCC(=O)NCC(C)C	-6	-8	4
12	0	-22[20 µM]	-0.98	13	-0.9	-4	O=C(CSc1nnc(-c2cccs2)n1-c1ccccc1)NCC1CCCO1 (stereo unspecified)	-9	9	2
13	4	-15	1.1	11	-0.1	11	Cc1ccccc1NC(=S)N(C)Cc1cn(C)c2ccccc12	4	-16	-7
14	5	-21	0.7	14	-0.6	-8	COC(=O)[C@@]1(Cc2ccc(OC)cc2)[C@H]2c3cc(C(=O)N(C)C)n(Cc4ccc(OC(F)(F)F)cc4)c3C[C@H]2CN1C(=O)c1ccccc1	-77	-5	1
15	6	-27	-2.5	9	-0.1	-4	Cn1c(N)c(C(=O)COC(=O)CCCc2c[nH]c3ccccc23)c(=O)n(C)c1=O	-19	2	-2
16	8	-18[20 µM]	-0.14	15	0.3	-10	O=C(CSc1ccccn1)Nc1nc2ccc(Br)cc2s1	-31	6	2
17	-12	-10	1.1	-1	0.7	-6	Cc1nc2ccccc2[nH]c1=O	8	0	-5
18	-3	-24	-0.58	1	.	-2	O=C(NCc1ccc(C(F)(F)F)cc1)C1CC(c2cccc(F)c2)=NO1 (stereo unspecified)	31	-2	-5
19	-3	-33	0.2	9	-0.5	-11	COc1ccc(C2C(C#N)=C(N)N(c3ncn[nH]3)C3=C2C(=O)CCC3)cc1 (stereo unspecified)	-28	-4	13
20	-3	-23	-0.16	8	1.1	.	CCOC(=O)C1(CCCc2ccccc2)CCN(C(=O)CCOC)CC1	16	.	-6
21	-2	-14[20 µM]	.	17	-0.6	7	COc1ccc(N(CC(=O)NCc2ccco2)S(C)(=O)=O)cc1OC	-41	-17	1
22	1	-4[20 µM]	.	10	-0.5	-4	Cc1ccc(S(=O)(=O)CCc2nnc(N)s2)cc1C	-15	-13	-3
23	-3	-14	28*	3	-0.8	11	COc1cccc(/C=N/NC(=O)CSc2cccc3cccnc23)c1	-83	-1	-6
24	0	-13	-0.015	6	1.2	19	COc1cccc(-c2ccc(C#N)c(=O)[nH]2)c1	-242	-12	3
25	-2	6	-0.016	-4	-1.4	-10	Cc1ccc(C(=O)Nc2nc3ccccc3n2CCN2CCCC2)cc1	27	-80	-1
26	-3	-16	3.1*	1	.	-12	CC(C)CN1C=C2C(=O)C(C)(OC(=O)CCc3ccccc3)C(=O)C=C2C=C1c1ccc(C#N)cc1 (stereo unspecified)	-77	-3	-8
27	8	-6[20 µM]	0.49	10	-0.5	-9	O=C(NCc1ccc(OC(F)(F)F)cc1)C12CN(Cc3ccccc3)CC1C(c1cccc([N+](=O)[O-])c1)=NO2 (stereo unspecified)	-64	-8	2
28	-7	-25	-0.058	-1	0.5	2	O=c1[nH]c(SCCOc2ccccc2F)nc2ccccc12	11	-8	-16
29	-7	-15	-0.4	6	0.0	3	COc1ccc(CNC(=O)CCSCc2ccccc2Cl)c(OC)c1	11	-13	-12
30	-3	-15	0.34	2	0.5	46*	CCN(CC(=O)NCCc1ccc(F)cc1)Cc1nc2ccccc2c(=O)[nH]1	-11	-2	-3
31	0	-22[20 µM]	-0.4	7	-1.3	0	COc1ccc(Nc2nc(Nc3ccc(OC)cc3)nc(SC3=NCCS3)n2)cc1	-59	-10	1
32	-4	-15	0.24	1	-0.7	8	Cc1cccc(/C=N\NC(=O)c2ccc(Cl)cc2)c1O	-10	-5	-11
33	1	-9	0.12	-1	-1.2	.	CC(C)CC(NC(=O)COc1ccccc1)C(=O)O (stereo unspecified)	.	4	4
34	10	-15	-0.42	14	-0.1	-9	Cc1cc(C(=O)CSc2nnc3ccccn23)c(C)n1-c1ccccc1	5	-7	-5
35	5	-20[20 µM]	1.7	20	-0.7	-4	Cc1nn(C)c(=O)n1-c1ccc(OCc2ccccc2)cc1	-12	-3	3
36	-8	-16	-0.14	0	-0.6	5	Cc1c(C(=O)OCC(=O)N(C)C2CCS(=O)(=O)C2)oc2ccc(Br)cc12 (stereo unspecified)	13	14	-4
37	-5	-25	-1.8	2	.	6	Cc1ccc(C(=O)Nc2cccc(C(F)(F)F)c2)cc1NC(=O)c1cnnc2ccccc12	-26	-3	-5
38	1	-33	.	9	1.4	.	CC(=O)Nc1ccc(S(=O)(=O)N2CCN(Cc3nc4sc(C)c(C)c4c(=O)[nH]3)CC2)cc1	-34	0	0
39	-10	-10	-0.43	3	-0.8	11	COc1ccc(/C(C)=N/OCC(=O)N2CC3(C)CC2CC(C)(C)C3)cc1 (stereo unspecified)	36	-9	-6
40	-5	-11[20 µM]	-0.98	-10	1.4	-9	O=C(COC(=O)/C=C/c1cnc2ccccc2n1)NCC(F)(F)F	12	-29	-11

Some of the entries so far, with one line to a screen:
28) O=c1[nH]c(SCCOc2ccccc2F)nc2ccccc12
29) COc1ccc(CNC(=O)CCSCc2ccccc2Cl)c(OC)c1
30) CCN(CC(=O)NCCc1ccc(F)cc1)Cc1nc2ccccc2c(=O)[nH]1
Screen / compound no. | 28 | 29 | 30
FXIa inh 1536 | -7 | -7 | -3
Furin inhibitor | -25 | -15 | -15
KCC2 mod | -0.058 | -0.4 | 0.34
FXIIa inh | -1 | 6 | 2
PERK inh | 0.5 | 0.0 | 0.5
Rad51 HR inh | 2 | 3 | 46*
Calpain2 inh | 11 | 11 | -11
KLK5 inh | -8 | -13 | -2
Thrombin inh | -16 | -12 | -3

(cont.)
cpd	FXIa inh 1536	Furin inhibitor	KCC2 mod	FXIIa inh	PERK inh	Rad51 HR inh	compound	Calpain2 inh	KLK5 inh	Thrombin inh
41	5	-2	-1.8	8	-0.2	-2	O=C(NCC1(c2ccccc2)CCCC1)c1ccc(Br)o1	7	-3	-8
42	-8	-16	-0.57	-2	-0.3	-1	Cc1cc2c(cc1C)NC(CC(=O)NCc1ccccc1)C(=O)N2 (stereo unspecified)	-43	-20	-2
43	-1	8[20 µM]	0.4	16	1.8	-8	CCC(=O)Nc1cc(C(=O)OCC(=O)c2ccc(Cl)cc2Cl)ccc1C	-6	-6	1
44	2	-28	.	11	2.2	.	CCc1c(C)nc(SCC(=O)N2CCCCC2C)[nH]c1=O (stereo unspecified)	1	17	1
45	-11	-17	-0.65	6	-0.2	-5	Cc1cc(C)c(NC(=O)CCCN2CCN(C)CC2)c(C)c1	-23	-18	4
46	2	-28	-0.036	3	0.1	-2	N#Cc1cnc(NOCc2ccc(Cl)cc2)nc1	-20	-4	.
47	-3	-19[20 µM]	.	5	-0.5	.	Cc1ccc(C)c(NS(=O)(=O)c2c(C)ccc3nsnc23)c1	-15	-4	0
48	-2	-22	0.059	3	0.6	-1	O=[N+]([O-])/C(N=Nc1ccccc1)=N\Nc1ccccc1	2	-4	-3
49	7	-20	0.031	16	-0.2	.	NC(=O)Nc1ccccc1C(=O)N1CCC(O)(c2ccc(Cl)cc2)CC1	-9	-4	5
50	4	-28	-0.092	12	1.1	4	COc1ccc(C(=O)NNC(=O)c2ccncc2)cc1	-2	-7	-4
51	-4	-27	-0.76	1	.	0	COC(C[C@@H](O)CC(=O)[C@H](C)OCc1ccccc1)OC	4	-3	-4
52	1	-19[20 µM]	1.2	12	-0.6	1	CCOc1ccc(OCC)c(NC(=O)C2CCN(S(=O)(=O)c3cccnc3)CC2)c1	-24	2	5
53	-7	3	0.072	3	0.8	-5	Cc1cccc(C(=O)O/N=C2\CCCc3ccccc32)c1	-1	-5	-6

Values by screen from the entries so far:
FXIa inh 1536, nos. 43 to 53, in order: -1, 2, -11, 2, -3, -2, 7, 4, -4, 1, -7
Furin inhibitor, nos. 43 to 53, in order: 8[20 µM], -28, -17, -28, -19[20 µM], -22, -20, -28, -27, -19[20 µM], 3
Thrombin inh, nos. 43 to 53, in order: 1, 1, 4, ., 0, -3, 5, -4, -4, 5, -6

Four of these compounds, reformatted:
42: Cc1cc2c(cc1C)NC(CC(=O)NCc1ccccc1)C(=O)N2 (stereo unspecified)
43: CCC(=O)Nc1cc(C(=O)OCC(=O)c2ccc(Cl)cc2Cl)ccc1C
44: CCc1c(C)nc(SCC(=O)N2CCCCC2C)[nH]c1=O (stereo unspecified)
45: Cc1cc(C)c(NC(=O)CCCN2CCN(C)CC2)c(C)c1
Assay by compound	42	43	44	45
FXIa inh 1536	-8	-1	2	-11
Furin inhibitor	-16	8[20 µM]	-28	-17
KCC2 mod	-0.57	0.4	.	-0.65
FXIIa inh	-2	16	11	6
PERK inh	-0.3	1.8	2.2	-0.2
Rad51 HR inh	-1	-8	.	-5
Calpain2 inh	-43	-6	1	-23
KLK5 inh	-20	-6	17	-18
Thrombin inh	-2	1	1	4
